STK33 inh – inhibitors of human STK33 kinase; Q9BYT3; purified STK33, MBP phosphorylation, ADP-Glo luminescence; inhibition, % at 10 µM; 0.073% of 320,000 active;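 active = inhibition at or above 25%, using the most active replicate where run in duplicate; inactive = inhibition below 25%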
Target sequence (Q9BYT3 whole entry, looked up): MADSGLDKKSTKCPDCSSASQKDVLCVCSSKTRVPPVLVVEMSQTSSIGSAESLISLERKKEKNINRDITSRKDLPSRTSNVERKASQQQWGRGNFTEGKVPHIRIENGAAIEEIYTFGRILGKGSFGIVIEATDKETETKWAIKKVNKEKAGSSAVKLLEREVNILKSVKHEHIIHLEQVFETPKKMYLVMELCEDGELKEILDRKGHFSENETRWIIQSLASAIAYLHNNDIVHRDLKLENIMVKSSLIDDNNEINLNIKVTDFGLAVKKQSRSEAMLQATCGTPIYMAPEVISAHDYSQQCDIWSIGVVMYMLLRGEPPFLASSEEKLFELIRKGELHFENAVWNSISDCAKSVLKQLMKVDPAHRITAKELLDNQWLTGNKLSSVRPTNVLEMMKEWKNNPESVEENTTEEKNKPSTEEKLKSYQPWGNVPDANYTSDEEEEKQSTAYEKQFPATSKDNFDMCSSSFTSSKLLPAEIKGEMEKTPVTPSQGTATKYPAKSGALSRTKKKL
OX1R FRET antag – OX1R (human) antagonism; OX1R-expressing cells, FRET antagonist read-out; inhibition, % at 6.6 µM; 1.8% of 330,000 active; AID 485270; in the data active = inhibition mostly above about 38%, no sharp cut-off; inactive = mostly below about 40%;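 also: 0% = agonist challenge alone and 100% = reference antagonist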
Target sequence (O43613 whole entry, looked up): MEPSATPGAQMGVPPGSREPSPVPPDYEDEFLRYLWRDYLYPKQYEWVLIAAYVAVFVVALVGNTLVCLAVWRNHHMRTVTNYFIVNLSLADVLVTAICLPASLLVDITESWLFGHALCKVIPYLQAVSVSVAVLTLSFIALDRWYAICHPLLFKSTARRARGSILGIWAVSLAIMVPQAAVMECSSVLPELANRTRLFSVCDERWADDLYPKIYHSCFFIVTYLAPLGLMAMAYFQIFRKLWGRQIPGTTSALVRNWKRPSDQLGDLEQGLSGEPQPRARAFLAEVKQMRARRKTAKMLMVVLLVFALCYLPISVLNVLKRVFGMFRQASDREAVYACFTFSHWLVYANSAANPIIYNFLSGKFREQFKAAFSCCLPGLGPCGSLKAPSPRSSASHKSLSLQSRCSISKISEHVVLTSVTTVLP
* hit, by the source's call; . = no result given.

OX1R FRET antag,STK33 inh,SMILES
6,-1.3,COc1ccc(NC2=NCC(Cc3ccc(Br)cc3)S2)cc1 (configuration not stated)
7,-1.9,CCOC(=O)C1(Cc2ccccc2C)CCCN(C(=O)CCc2c(C)noc2C)C1 (configuration not stated)
29,0.9,C=CCn1c(=O)/c(=C\c2ccsc2)s/c1=C(/C#N)C(=O)NCCN1CCOCC1
-5,0.0,COc1ccc(C(=O)OCC(=O)NC2CCCC2)c(OC)c1
54,-0.9,CCn1c(CSc2nc3ccccc3s2)nnc1SCC(=O)c1ccc(Cl)cc1
10,-1.2,Cc1csc(C(=O)O)c1-n1cccc1
2,3.0,CCCc1[nH]nc2c1C(c1ccc(OC)c(Cn3nc(C)c(Br)c3C)c1)C(C#N)=C(N)O2 (configuration not stated)
16,-0.5,CCc1noc(C)c1C(=O)N1CCCC(N2CCN(c3ccc(F)cc3)CC2)C1 (configuration not stated)

The listing continues.
OX1R FRET antag,STK33 inh,SMILES
10,.,CCOC(=O)C1=CNS(=O)(=O)NC1c1ccc(C#N)cc1 (configuration not stated)
5,-1.9,COc1cccc(-c2cc(C(=O)N3CCN(c4ccc(F)cc4)CC3)no2)c1
2,-0.2,Cc1cccc(-n2nnnc2-c2cnccc2C(F)(F)F)c1C
118*,-0.8,CCN1CCCC1CNC(=O)C1CCCN(S(=O)(=O)c2cccc3nsnc23)C1 (configuration not stated)
9,-0.4,CCC(=O)N(CCC(Cc1ccccc1)c1ccco1)Cc1ccco1 (configuration not stated)
13,-0.1,COc1cccc2c(=O)ccoc12
46*,0.8,COc1ccc(NC(=O)c2c(OC)cccc2OC)c(OC)c1
1,-0.5,C[n+]1cn(/N=C/c2ccccc2)c2ccccc21

Next compounds:
OX1R FRET antag,STK33 inh,SMILES
18,-3.0,Cc1ccc(C(=O)CN(CCCC(N)=O)C(=O)c2ccncc2)cc1
4,-0.6,O=C(NCc1ccco1)c1cc(-c2ccco2)on1
15,1.2,Cc1ccccc1-n1cc(CNC(=O)C2CCC(=O)N(C3CC3)C2)cn1 (configuration not stated)
-2,-0.7,Cc1ccc(NC(=S)NCCN2CCOCC2)cc1C
4,0.4,CCCn1nc(C(=O)Nc2nnc(CC)s2)c2ccccc2c1=O
6,0.7,CN1CCCN(Cc2ccc(Cl)cc2Cl)CC1
5,.,CCOC(=O)CC[C@H](NC(=O)Cn1cnc2c(NCc3ccccc3)ncnc21)C(=O)OCC
8,-2.3,Oc1ccc(Cl)cc1C=Nc1ccc(Br)cc1

Further results follow.
OX1R FRET antag,STK33 inh,SMILES
47*,0.7,C/C(=N\OCc1nc2ccccc2c(=O)n1/N=C/c1cc(C)cc([N+](=O)[O-])c1O)c1ccccc1
39,-0.7,CCn1cc(C(=O)NCc2cccnc2)c(=O)c2cc(F)c(N3CCN(C(=O)c4ccco4)CC3)cc21
12,-0.4,CN(C)/C=C/C(=O)c1cnc2sccn2c1=O
52*,-1.4,CCOC(=O)N/N=C\c1ccc([N+](=O)[O-])s1
48,0.6,CCN(c1ccccc1)S(=O)(=O)c1ccc(NC(=O)c2ccco2)cc1
22,-0.9,COc1ccccc1NC(=O)CCC(=O)OCc1cccc([N+](=O)[O-])c1
81*,1.2,O=[N+]([O-])c1ccc2c(c1)nc1n2CCN(CC2CCCO2)C1 (configuration not stated)
41,-0.1,O=C(Nc1cccc(-c2nnc(-c3ccco3)o2)c1)C(c1ccccc1)c1ccccc1

Next entries
OX1R FRET antag,STK33 inh,SMILES
30,-0.5,O=C(C1CCC(=O)N1Cc1ccccc1Cl)N1CCN(c2ccc(F)cc2)CC1 (configuration not stated)
20,-0.4,CCOC(=O)c1c(NC(=O)CSc2nnc3c(n2)[nH]c2ccc(F)cc23)sc(C(C)=O)c1C
26,1.3,CCOc1ccc(NC(=S)N2CCC(N(C)CCN3CCOCC3)CC2)cc1
14,0.0,COc1cc2sc(C)nc2cc1C
5,-1.4,O=[N+]([O-])c1ccc(-c2nnc(S)n2-c2ccccc2)cc1
10,0.2,CC(=O)Nc1ccc(C(=O)OCCC(C)C)cc1
14,0.3,CC1CCCN(S(=O)(=O)c2ccc(NC(=O)CN3C(=O)NC(C)(c4ccccc4)C3=O)cc2)C1 (configuration not stated)
26,-0.4,O=c1cc2c(nn1Cc1ccc(Cl)cc1Cl)-c1ccccc1CC2

Further entries
OX1R FRET antag,STK33 inh,SMILES
9,-0.5,O=C(CCSc1nnc(-c2ccc(O)cc2)o1)N1CCOCC1
20,-1.0,C=CCOc1nc(-c2ccccc2Cl)nc2ccccc12
1,-1.2,COc1ccc(Nc2nc(N3CCOCC3)nc(N3CCOCC3)n2)cc1Cl
8,-1.3,OCC1(Cc2ccccc2)CCCN(C2CCCC2)C1 (configuration not stated)
16,0.1,Cc1ccc(S(=O)(=O)/N=C(/Nc2ccc3[nH]c(=O)[nH]c3c2)c2ccccc2)cc1
42,-0.3,CC(=O)n1c(-c2ccccc2)c(CO)c2ccccc21
35,-1.3,COc1ccc(/C(O)=C2\C(=O)C(=O)N(c3cc(C)on3)C2c2ccc(OC)c(OC)c2)cc1OC (configuration not stated)
22,-0.3,Cc1ccc2c(c1)N(CC(=O)N1CCc3ccccc3C1)C(=O)CO2

Further entries follow.
OX1R FRET antag,STK33 inh,SMILES
15,-0.3,COc1ccc2c(c1)CCCC21SC(NC(C)=O)=NN1C(C)=O (configuration not stated)
30,-0.8,COc1ccc(N(C(=O)C(C)C)S(=O)(=O)c2cccc([N+](=O)[O-])c2)cc1
19,-0.1,O=[N+]([O-])c1ccc(-n2cc(-c3ccccc3)nn2)cc1
20,-1.8,O=C(COC(=O)c1n[nH]c(=O)c2ccccc12)c1ccc(Br)cc1
5,-0.9,O=C(CCS(=O)(=O)Cc1ccccc1)NCc1ccco1
5,-0.1,O=C(NC(CO)(CO)CO)[C@@H]1CCCN1S(=O)(=O)c1cccc2cccnc12
15,-0.3,COc1ccccc1C(=O)COC(=O)CSCC(=O)Nc1cc(C)on1
35,-0.9,O=C(CSc1nc(N2CCOCC2)nc(N2CCOCC2)n1)Nc1ccccc1F

Remaining list, next part:
OX1R FRET antag,STK33 inh,SMILES
8,-1.7,C=C(C)C1CC=C(C)/C(=N/NC(=O)CCCNc2cccc(C)c2)C1 (configuration not stated)
4,-0.6,COC(=O)c1ccccc1NC(=O)Nc1cc(C(C)(C)C)on1
11,-1.3,CCOc1ccc(NC(=O)N2CCC(c3nc4ccccc4[nH]3)CC2)cc1
15,-2.7,COC(=O)/C=C/C(=O)NCc1ccco1
25,-0.6,COC(=O)N/N=C/c1ccc(-c2ccc(Cl)c(Cl)c2)o1
11,-1.4,Cc1ccc(P(=O)(OCCN2CCOCC2)C(C)(C)C)o1 (configuration not stated)
20,0.8,O=C(NCCn1cccc1)c1cccc2ccccc12
21,-0.2,Cc1cc(C)nc(SCC(=O)Nc2ncc(Cc3ccc(Cl)c(Cl)c3)s2)n1

Later entries
OX1R FRET antag,STK33 inh,SMILES
13,0.7,COC(=O)CN(n1cnnc1)S(=O)(=O)c1ccc(C)cc1
9,.,CC(C)(C)OC(=O)C[C@@H]1C/C=C\C[C@@H](CC(=O)N(CCO)Cc2ccccc2)C(=O)N2CCC[C@H]2COC1=O
19,.,O=C(COC(=O)/C=C/c1ccc(C(F)(F)F)cc1)NC1CC1
16,-1.0,Fc1ccc(-c2nc3ccccn3c2NCc2ccc3c(c2)OCO3)cc1
42,0.6,CC(C)Cn1c(-c2ccccc2F)n[nH]c1=S
-3,-21,COC(=O)c1cc(C(=O)Nc2cc(C)on2)cc([N+](=O)[O-])c1
-5,4.3,CC1(C)CC(=O)C(C(=S)Nc2ccccc2)=C(NC2CC(C)(C)NC(C)(C)C2)C1
7,-0.7,Cc1cc(-c2cc(C(=O)NCc3ccccc3)on2)nc(NC2CCCC2)n1

(more compounds)
OX1R FRET antag,STK33 inh,SMILES
5,-0.2,Cc1ccc(/C=N/NC(=O)c2ccncc2)cc1
40*,-0.6,Cc1ccc(NC(=S)NNC(=O)c2cccc([N+](=O)[O-])c2)cc1Cl
23,-0.9,O=C(NC1CC2CCCC(C1)N2CC(=O)N1CCCc2ccccc21)C1CCCCC1 (configuration not stated)
6,0.0,O=C(NCc1ccccc1)c1ccc(N2C(=O)C3CCCCC3C2=O)cc1 (configuration not stated)
21,0.3,N#Cc1nc(-c2ccc(F)cc2)oc1N1CCN(C(=O)c2ccco2)CC1
20,0.3,COc1ccc(/C=C/C(=O)NC2CCS(=O)(=O)C2)cc1 (configuration not stated)
31,-0.1,O=C(NCc1ccc(N2CCCC2=O)cc1)c1cccc(Cl)c1
22,-0.6,Cc1cc(C)nc(Sc2ccc(/C=C(\C#N)C(N)=O)o2)n1

Later entries:
OX1R FRET antag,STK33 inh,SMILES
23,-0.9,O=C1N/C(=C/c2ccc(N3CCCC3)cc2)C(=O)N1c1ccccc1
5,0.0,O=C(O)C1SCCN1S(=O)(=O)c1ccc2ccccc2c1 (configuration not stated)
3,4.3,OCCNc1ncnc2c1sc1nc(N3CCOCC3)c3c(c12)CCC3
19,-1.9,O=C(NCCc1ccccc1)Nc1ccc(Cl)cc1
43*,1.8,Cn1cc(C(=O)N/N=C/c2ccc3c(c2)OCO3)c2ccccc21
17,1.7,Cc1c(Br)cc(C(=O)NCCCN2CCOCC2)c(C)c1C
21,0.7,CCN1CCN(S(=O)(=O)c2ccc(Cl)c(C(=O)Nc3cc(Cl)ccc3N3CCOCC3)c2)CC1
17,-1.6,O=C(COc1ccc(Br)cc1)NCCCn1ccnc1

Retrieved by structure from the list above, four records:
OX1R FRET antag,STK33 inh,SMILES
46*,0.8,COc1ccc(NC(=O)c2c(OC)cccc2OC)c(OC)c1
4,-0.6,O=C(NCc1ccco1)c1cc(-c2ccco2)on1
13,-0.1,COc1cccc2c(=O)ccoc12
118*,-0.8,CCN1CCCC1CNC(=O)C1CCCN(S(=O)(=O)c2cccc3nsnc23)C1 (configuration not stated)

The list goes on:
OX1R FRET antag,STK33 inh,SMILES
5,-0.9,CCN(CC)CCNC(=O)Cc1c(C(=O)O)n(C)c2ccccc12
8,-1.4,COc1ccc(-n2c(C)n[nH]c2=O)cc1OC
-2,-0.8,Clc1ccc(SCNc2ccccc2Cl)cc1
0,-0.3,COc1cc(C(=O)NNC(=O)COc2ccc(Cl)cc2)ccc1OCC(=O)N1CCOCC1
3,12,Cc1ccc(-c2noc(N=O)c2NO)cc1
-2,-1.9,CC(=O)NC1C(=O)N(CCN2CCOCC2)c2ccc(Br)cc21 (configuration not stated)
13,-1.2,COc1cc(-c2nc(-c3ccc4c(c3)-c3ccccc3S4(=O)=O)c(-c3ccccc3)[nH]2)cc(OC)c1OC
1,-1.2,CC1CCc2nc(NC(=O)CN3CCN(c4ccc(F)cc4)CC3)sc2C1 (configuration not stated)

(list continues)
OX1R FRET antag,STK33 inh,SMILES
-3,-0.6,O=C(O)CCC(=O)Nc1ccc(Oc2ncnc3cc(Cl)ccc23)nc1
10,-0.7,Clc1ccc2oc(-c3ccccc3)nc2c1
13,-0.9,COc1ccccc1NC(=O)CN1C(=O)C(C)Oc2ccccc21 (configuration not stated)
16,-0.7,Cc1ccc(Nc2nnc(SCC(=O)NC3CCS(=O)(=O)C3)s2)c(C)c1 (configuration not stated)
14,-1.7,CCOC(=O)N1CCN(C(=O)c2ccc(CS(=O)(=O)c3c(Cl)cccc3Cl)o2)CC1
21,-1.8,COc1ccccc1CN1C[C@@H]2C[C@@H](c3ccc(C)c(C)c3)N3CCC[C@@]23C1=O
21,-0.7,O=c1[nH]c(SCCOc2ccccc2F)nc2ccccc12
0,0.2,Cc1cccc(CC(C)NC(=O)c2cc(COc3ccc(F)cc3F)on2)n1 (configuration not stated)

(listing goes on)
OX1R FRET antag,STK33 inh,SMILES
11,-0.5,COc1ccccc1CNS(=O)(=O)c1cccs1
14,1.1,O=C(NCCCNC(=O)c1ccc(-c2cc(Cl)ccc2Cl)o1)c1cnccn1
13,0.8,CC1(C)Cc2cccc(OCC(=O)N3CCN(c4ccccc4)CC3)c2O1
20,0.4,c1ccc2sc(N3CCCN(Cc4nc(-c5cnccn5)no4)CC3)nc2c1
7,0.0,COc1ccc(/C=C/C(=O)Nc2cc(C)nn2-c2nc3ccccc3[nH]2)cc1
7,1.6,O/N=C/c1cn(-c2ccccc2)nc1-c1ccc2c(c1)OCCO2
7,-4.1,CCCOc1ccc(C(=O)Nc2ccc(S(=O)(=O)N3CCN(C)CC3)cc2)cc1
2,-1.3,CS(=O)(=O)c1ccc(NC(=O)CCN2C(=O)C3CC=CCC3C2=O)cc1 (configuration not stated)

6 compounds out of the list above, sorted by the value under OX1R FRET antag, rising.
OX1R FRET antag,STK33 inh,SMILES
2,-1.3,CS(=O)(=O)c1ccc(NC(=O)CCN2C(=O)C3CC=CCC3C2=O)cc1 (configuration not stated)
7,1.6,O/N=C/c1cn(-c2ccccc2)nc1-c1ccc2c(c1)OCCO2
11,-0.5,COc1ccccc1CNS(=O)(=O)c1cccs1
13,0.8,CC1(C)Cc2cccc(OCC(=O)N3CCN(c4ccccc4)CC3)c2O1
14,1.1,O=C(NCCCNC(=O)c1ccc(-c2cc(Cl)ccc2Cl)o1)c1cnccn1
20,0.4,c1ccc2sc(N3CCCN(Cc4nc(-c5cnccn5)no4)CC3)nc2c1

Next section
OX1R FRET antag,STK33 inh,SMILES
8,-0.1,COc1ccc(NC(=O)CN(C)C(=O)CSc2nc3ccccc3s2)cc1
18,-0.9,COc1ccc(N(C(=O)c2ccco2)S(=O)(=O)c2cc(OC)ccc2OC)cc1
5,-1.2,COC(=O)C1C(=O)C2=C(CC1C)Nc1ccccc1NC2c1cccs1 (configuration not stated)
14,-1.1,CCCc1cc(=O)[nH]c(SCCCCN2C(=O)c3ccccc3C2=O)n1
9,-0.1,Cc1noc(C)c1S(=O)(=O)Nc1ccccc1Cl
12,0.2,Cc1csc(NC(=O)c2c(-c3c(F)cccc3Cl)noc2C)n1
16,1.1,COCc1c(C(=O)N/N=C/C2CC=CCC2)nnn1-c1nonc1N (configuration not stated)
1,0.7,NC(=O)c1cc(S(=O)(=O)NCc2cccs2)cs1
7,10,CC(=O)Nc1ccc(Nc2nc(-c3sc(NC(C)=O)nc3C)cs2)cc1
2,0.7,CCN(CC)C(=O)Oc1ccc2c(=O)c(-c3ccc(OC)cc3)coc2c1
10,.,O=C(NCC(c1ccco1)N1CCN(c2ccccc2F)CC1)C1CCCCC1 (configuration not stated)

Bioassay records (PubChem)
